Bioassay records as filed in PubChem.
GLS inhibitor – inhibitors of human glutaminase (GLS). 0.21% of 410,000 active. GLS enzymatic activity, qHTS titration. AID 624170. Potency, µM (titrated, usually from 45.5 µM), without a hit: top-dose activity change, negative = inhibition, usual class: inhibitors; also: potency is read from the fitted curve at half-maximal effect; % is scaled to controls: 0 for no effect and ±100 for the full control effect
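Enzyme dispensed in phosphate buffer (45 mM, pH 8.2, 0.02% Tween-20), compounds pinned in, then 1 mM L-glutamine solution and the glutamate oxidase–HRP–Amplex Red mix added; fluorescence read immediately and again after 30 min at room temperature.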
Pin1 inh – human Pin1 inhibition | AID 504891 | Potency, µM (doses to about 115 µM), for the others: at the top dose activity, negative = inhibition, usual class: inhibitors | Q13526 | 0.009% of 390,000 active | Pin1 FP peptide displacement, HiFluor488, 10 min; active = well fitted inhibition curve with a large enough effect in the polarisation, with a control signal flat, not every such curve was filed as active; inconclusive = small, poorly fitted or top-dose-only effect, or effect the other way, or a change in a side signal; inactive = no such curve, though single readings can be large or run the other way; the % refers to the polarisation; also: potency is read from the fitted curve at half-maximal effect; % is scaled to controls: 0 for no effect and ±100 for the full control effect
Target sequence (Q13526 whole entry, looked up): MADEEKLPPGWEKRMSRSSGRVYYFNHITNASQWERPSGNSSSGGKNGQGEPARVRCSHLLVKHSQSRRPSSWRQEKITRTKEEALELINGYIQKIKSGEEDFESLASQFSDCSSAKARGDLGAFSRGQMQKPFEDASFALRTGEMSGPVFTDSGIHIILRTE
rTrxR1 inhibitor – blocks rat thioredoxin reductase 1; recombinant rTrxR1, NADPH fluorescence consumption, selenite substrate; AID 588453; 1% of 390,000 active; Potency, µM (series often up to 114 µM), without a hit: top-dose activity change, negative = inhibition, most hits filed as inhibitors; O89049; also: potency is read from the fitted curve at half-maximal effect; % is scaled to controls: 0 for no effect and ±100 for the full control effect; nearly all actives have a fitted effect of over 65% in size
Target sequence (O89049 whole entry, looked up): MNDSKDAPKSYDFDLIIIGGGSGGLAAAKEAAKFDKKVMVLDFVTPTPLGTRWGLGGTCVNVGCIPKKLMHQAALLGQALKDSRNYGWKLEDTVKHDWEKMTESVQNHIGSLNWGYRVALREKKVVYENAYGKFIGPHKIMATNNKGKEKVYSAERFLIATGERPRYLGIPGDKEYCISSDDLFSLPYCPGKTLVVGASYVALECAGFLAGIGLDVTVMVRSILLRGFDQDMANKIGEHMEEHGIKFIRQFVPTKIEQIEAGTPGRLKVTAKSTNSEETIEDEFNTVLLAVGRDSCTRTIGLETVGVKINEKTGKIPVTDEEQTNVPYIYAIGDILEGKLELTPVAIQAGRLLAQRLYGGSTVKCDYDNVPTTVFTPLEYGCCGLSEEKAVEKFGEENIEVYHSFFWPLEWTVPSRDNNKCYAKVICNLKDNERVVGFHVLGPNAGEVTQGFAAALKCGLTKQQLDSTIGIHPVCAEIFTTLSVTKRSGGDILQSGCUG
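Rat TrxR1 (90 nM in the dispensed reagent) was pre-reduced with 400 uM NADPH for 5 min at room temperature, then incubated with compound for 15 min. After 400 uM selenite was added, NADPH fluorescence (Ex 340/Em 450 nm) was followed for 8 min.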
USP1 inh – blocks the human USP1/UAF1 deubiquitinase complex | O94782 | Potency, µM (top dose mostly 57.1 µM), for the others: top-dose activity change, negative = inhibition, actives largely listed as inhibitors | 0.23% of 390,000 active | AID 743255 | recombinant USP1/UAF1, Ub-Rhodamine cleavage fluorescence; also: potency is read from the fitted curve at half-maximal effect; % is scaled to controls: 0 for no effect and ±100 for the full control effect; nearly all actives have a fitted effect of over 60% in size; inactives centre near -12
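USP1/UAF1 complex (1 nM) preincubated 15 min at room temperature with compound, then Ub-Rho substrate (150 nM final) added. Kinetic fluorescence at 480/540 nm over 6 reads at 60 s intervals; 50 mM HEPES pH 7.8, 0.5 mM EDTA, 0.1 mg/ml BSA, 1 mM TCEP, 0.01% Tween-20.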
HP1b binding inh – HP1-beta chromodomain-methylated histone interaction inhibition; P83916; AlphaScreen HP1-beta / biotin-H3K9me3 peptide binding; Potency, µM (doses to about 114 µM), inactives show at the highest dose activity change, negative = inhibition, most hits filed as inhibitors; 0.56% of 390,000 active; AID 540317; also: potency is read from the fitted curve at half-maximal effect; nearly all actives have a fitted effect of over 70% in size; inactives centre near 23
Target sequence (P83916 whole entry, looked up): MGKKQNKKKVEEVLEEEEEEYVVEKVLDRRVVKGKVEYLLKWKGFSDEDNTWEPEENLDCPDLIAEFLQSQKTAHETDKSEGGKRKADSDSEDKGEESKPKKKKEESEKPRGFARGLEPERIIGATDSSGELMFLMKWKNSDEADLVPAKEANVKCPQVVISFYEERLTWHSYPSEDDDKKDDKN
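AlphaScreen: HP1-beta (50 nM) preformed 30 min with biotin-H3(1-18)K9me3 peptide (50 nM) in PBS pH 7.4, 0.01% Tween-20. Compound added for 30 min at RT, then streptavidin donor/nickel chelate acceptor beads (10 ug/mL) for 30 min.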
TrxR1 substrate – rat thioredoxin reductase 1 substrate activity. AID 588456. 0.01% of 390,000 active. Potency, µM (highest dose often 114 µM), without a hit: at the highest dose activity change, negative = substrate turnover. purified TrxR1 substrate turnover, NADPH consumption readout; also: potency is read from the fitted curve at half-maximal effect; % is scaled to controls: 0 for no effect and ±100 for the full control effect; nearly all actives have a fitted effect of over 50% in size
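Rat TrxR1, dispensed at 90 nM, was prereduced with 400 uM NADPH (final) for 5 min at ~22 deg C, then incubated with compound 15 min before 400 uM selenite. A first-read NADPH fluorescence drop versus no-compound background flagged substrates.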
PGK inhibitor – inhibitors of T. brucei phosphoglycerate kinase; P07378; PGK/GAPDH coupled, Kinase-Glo luminescence, 60 min; Potency, µM (highest dose often 57.5 µM), for inactives: top-dose activity change, negative = inhibition, hits mostly inhibitors; 0.043% of 380,000 active; also: potency is read from the fitted curve at half-maximal effect; % is scaled to controls: 0 for no effect and ±100 for the full control effect; nearly all actives have a fitted effect of over 60% in size
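Luminescent ATP detection (Kinase-Glo Plus) follows a 60-minute room-temperature incubation, with wells lacking PGK as controls. Buffer: 100 mM TEA (pH 7.6), 5 mM MgCl2, 0.01% Tween-20. Coupling enzyme GAPDH (100 nM final) supplies unstable 1,3-BPG in-well.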
mIDH1 inhibitor – inhibitors of human mutant IDH1 R132H; IDH1-R132H enzyme, NADPH consumption, diaphorase/resazurin fluorescence; Potency, µM (top dose mostly 76.6 µM), inactives show at the highest dose activity change, negative = inhibition, actives largely listed as inhibitors; 0.093% of 390,000 active; AID 602179; also: potency is read from the fitted curve at half-maximal effect; % is scaled to controls: 0 for no effect and ±100 for the full control effect; nearly all actives have a fitted effect of over 65% in size
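IDH1-R132H (0.5 ug/mL dispensed) in pH 7.5 Tris buffer was preincubated 30 min with compound, then given a substrate mix of 0.016 mM NADPH and 2 mM alpha-KG for 80 min at room temperature; remaining NADPH was read by diaphorase/resazurin fluorescence.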
PI4K2A inh – PI4K2A (human) kinase inhibition; purified PI4K2A, ADP-Glo luminescence, 1 h; active compounds read low; 0.13% of 420,000 active; AID 1346378; activity change, negative = inhibition, % at 76.9 µM; Q9BTU6; in the data active = activity change below about -50%; inconclusive = mostly about -30% to -49%;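 also: -100% = wells without enzyme as full effect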
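PI4K2A activity was measured by ADP-Glo luminescence: enzyme (4 ug/mL stock) and phosphatidylinositol (1.2 mM stock) in Tris pH 7.5/MgCl2/EGTA/Triton X-100 buffer were reacted with ATP (300 microM stock) for one hour at ambient temperature.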
Numbers without * were called inactive; i = inactive; ? = inconclusive; . = not tested or not shown; & = joins results of further samples; [ ] = another dose, or the depositor's remark. Unless noted, calls follow the shape of the dose curve; as a rule, active = well fitted curve in the direction sought with a large enough effect; inconclusive = small, poorly fitted or top-dose-only effect, or another doubt; inactive = no such curve, though single readings can be large; an effect the other way counts as inactive or inconclusive. Only part of the results is shown, so the mix of outcomes need not match the whole.

1. CCN(CC)C(=O)CSc1ncnc2sc(-c3ccccc3)cc12
2. COCc1cc(C)n(CC(=O)Nc2ccc3c(c2)OCO3)c(=O)c1C#N
3. Cc1ccc(NS(=O)(=O)c2ccc3c(c2)n(C)c(=O)n3C)c(C)c1
4. Cn1ccc(C(=O)Nc2sc3c(c2C#N)CCC3)n1
5. O=C(CSc1nc(Nc2ccccc2)nc(N2CCOCC2)n1)N1CCc2ccccc21
6. CCOC(=O)N1CCN(S(=O)(=O)c2cc(OCC(N)=O)c(C)cc2Cl)CC1
7. CN1CCN(CCNC(=O)c2cnn(-c3ccc(Cl)cc3)c2C2CCN(C(=O)OC(C)(C)C)CC2)CC1
8. O=C(COC(=O)C1CCN(C(=O)c2ccc(Cl)cc2)CC1)c1ccco1
9. CCN(CC)C(=O)Cn1c(=O)n(CCc2ccccc2)c(=O)c2ccccc21
10. O=C(O)c1ccccc1C(=O)Nc1cc(-c2ccccc2)[nH]n1
Screen / compound no.	1	2	3	4	5	6	7	8	9	10
PGK inhibitor	5.2%	i	-5.6%&-9.2%	-5.1%	-0.2%	i	-8.2%	i	-6.8%	i
Pin1 inh	?	3.8%	0.4%&19.4%	-0.3%	-0.3%	7.6%	4.4%	1.0%	0.5%	0.1%
HP1b binding inh	79.2%[activator]	56.5%[activator]	14.2%&18.3%	11.8%	20.3%	29.4%	38.5%	59.1%[activator]	14.6%	29.1%
GLS inhibitor	.	0.4%	8.8%&8.5%	25.8%	-11.0%	11.4%	-6.7%	-1.1%	-2.4%	-12.1%
PI4K2A inh	-12.9	-0.1	5.3&1.2	3.8	3.9	-0.7	-0.4	-1.1	-4.0	5.7
rTrxR1 inhibitor	1.0%	-0.7%	20.5%&24.7%	-35.1%	5.2%	-11.7%[57.1 µM]	10.3%	?	17.1%	10.8%
mIDH1 inhibitor	7.9%	0.0%	8.5%&42.0%	4.2%	4.4%	10.3%	10.3%	1.1%	3.9%	2.0%
TrxR1 substrate	8.7%	2.0%	3.0%&7.2%	-0.4%	-5.6%	-10.1%[57.1 µM]	4.9%	2.5%	7.5%	-1.6%[57.1 µM]
USP1 inh	-12.7%	-10.1%	?	-25.6%	-15.6%	-9.9%	-0.4%	-8.0%	-24.3%	-14.9%

11. COC(=O)c1ccc(NC(=O)c2nn(C)c3c2COc2ccccc2-3)cc1
12. CC(=O)c1cnc(Nc2ccccc2)s1
13. COc1ccccc1/C=C1\Oc2cc(OC(=O)N3CCOCC3)ccc2C1=O
14. CC(=O)NCCC1CCN(c2nc3nonc3nc2N(C)Cc2ccccc2)CC1
15. COc1ccc(OCC(=O)Nc2cccc(-c3nc4ccccc4s3)c2C)cc1
16. Cc1ccc(C)c(S(=O)(=O)N2CCCOC2CNC(=O)C(=O)NCc2ccc3c(c2)OCO3)c1 (centres undefined)
17. O=Cc1cn(CC(=O)N2CCOCC2)c2ccccc12
18. CC1CCCC(C)N1C(=O)CN1C(=O)NC2(CCOc3ccccc32)C1=O (centres undefined)
19. O=C(CSc1nc2ccccc2c(=O)n1-c1ccc(F)cc1)NC1CCS(=O)(=O)C1 (centres undefined)
20. CN(Cc1cc(-c2ccccc2)on1)C(=O)c1cc(COc2c(F)cccc2F)on1
Screen / compound no.	11	12	13	14	15	16	17	18	19	20
PGK inhibitor	15.1%	-12.4%	-1.5%	-3.6%	.	i	i[11.5 µM]	-2.4%	-6.6%	0.7%
Pin1 inh	39.2%[activator]	5.7%	10.9%	1.0%	6.0%	10.3%	0.2%	2.4%	-0.4%	2.7%
HP1b binding inh	-14.9%	25.8%	15.4%	55.7%[activator]	65.6%[activator]	9.3%	12.7%	25.2%	23.0%	101.0%[activator]
GLS inhibitor	-11.0%	22.5%	8.7%	-3.1%	-3.6%	-0.2%	2.9%	-4.7%	10.1%	-6.0%
PI4K2A inh	-0.1	2.1	1.3	-0.5	-1.7	-4.3	-0.7	-8.1	2.5	9.3
rTrxR1 inhibitor	13.1%	14.4%	-4.6%	-3.1%	6.1%	19.5%	11.5%	6.1%	5.8%	8.7%
mIDH1 inhibitor	6.7%	5.2%	-10.2%	-6.0%	.	2.2%	-0.2%	-5.4%	-0.4%	-13.1%
TrxR1 substrate	-3.5%	2.0%	-5.6%	-3.2%	0.6%	0.6%	0.9%	5.1%	-4.0%	-1.2%
USP1 inh	121.0%[activator]	-5.8%	4.5%	-14.0%	-16.5%	-10.5%	-6.1%	-9.1%	-1.9%	-12.7%

21. O=C(O)c1ccc(CCCc2ccccc2)cc1
22. CCNC(=O)Cc1ccc(S(=O)(=O)N2CCOCC2)s1
23. Cc1cc(=O)oc2c3c(cc(OCC(=O)NCCN4CCOCC4)c12)OC(C)(C)CC3
24. O=C(O)Cc1ccc(C(=O)c2ccc(Cl)cc2)s1
25. CCOC(=O)c1ccc(S(=O)(=O)n2c(CN3CCCCC3)nc3ccccc32)cc1
26. Cc1cccc(CCNC(=O)c2ccc3c(c2)N(Cc2ccccc2F)C(=O)c2ccccc2S3)c1
27. Cc1cccc(N2CC(c3nc4ccccc4n3CCC3CCCCC3)CC2=O)c1 (centres undefined)
28. Cc1ccc(CNC(=O)C2CCN(Cc3nc(-c4ccccc4C)oc3C)CC2)cc1
Screen / compound no.	21	22	23	24	25	26	27	28
PGK inhibitor	-4.8%	i	-7.2%	-0.5%	-19.0%	i	i	-5.9%
Pin1 inh	0.0%	13.9%	-4.4%	7.0%	1.3%	58.0%[activator]	-9.8%	-10.4%
HP1b binding inh	-5.4%	38.6%	24.0%	26.0%	36.8%	13.0%	44.7%[activator]	24.7%
GLS inhibitor	-11.8%	-1.7%	-1.6%	-6.8%	-0.6%	3.5%	0.3%	-6.7%
PI4K2A inh	-11.1	-1.4	2.4	0.9	3.9	2.1	-9.7	0.0
rTrxR1 inhibitor	-14.8%	13.9%	?	-4.3%	0.6%	28.5%[57.1 µM]	1.1%	8.3%
mIDH1 inhibitor	-7.5%	0.1%	-8.4%	-0.5%	-1.7%	-7.8%	9.9%	0.0%
TrxR1 substrate	-11.7%	2.5%	377.4%[activator]	-2.3%	-0.3%	-4.1%[57.1 µM]	-4.3%	1.7%
USP1 inh	?	-20.6%	-8.0%	-17.7%	-9.9%	-26.4%	?	?

Whole records, quoted from the list.
O=Cc1cn(CC(=O)N2CCOCC2)c2ccccc12 is listed as PGK inhibitor: i[11.5 µM]; Pin1 inh: 0.2%; HP1b binding inh: 12.7%; GLS inhibitor: 2.9%; PI4K2A inh: -0.7; rTrxR1 inhibitor: 11.5%; mIDH1 inhibitor: -0.2%; TrxR1 substrate: 0.9%; USP1 inh: -6.1%
O=C(O)c1ccc(CCCc2ccccc2)cc1 is listed as PGK inhibitor: -4.8%; Pin1 inh: 0.0%; HP1b binding inh: -5.4%; GLS inhibitor: -11.8%; PI4K2A inh: -11.1; rTrxR1 inhibitor: -14.8%; mIDH1 inhibitor: -7.5%; TrxR1 substrate: -11.7%; USP1 inh: ?
COc1ccc(OCC(=O)Nc2cccc(-c3nc4ccccc4s3)c2C)cc1 is listed as PGK inhibitor: .; Pin1 inh: 6.0%; HP1b binding inh: 65.6%[activator]; GLS inhibitor: -3.6%; PI4K2A inh: -1.7; rTrxR1 inhibitor: 6.1%; mIDH1 inhibitor: .; TrxR1 substrate: 0.6%; USP1 inh: -16.5%
